EPAC2 agonist = activates human EPAC2 exchange factor; Q8WZA2; 360,000 tested, 0.079% active; EPAC2 activation, biochemical qHTS; response scale: 100% = 6.5 mM cAMP response; Potency, µM (highest dose often 154 µM), for the others: top-dose activation, usual class: activators; note: potency is the fitted concentration of half-maximal effect; nearly all actives have a fitted effect of over 50% in size
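Nucleotide exchange monitored as fluorescence drop when BODIPY-GDP leaves Rap1B. Reaction: 100 nM EPAC2, 250 nM RAP1B-BODIPY-GDP, 50 uM GDP, room temperature, kinetic read over 30 min. Activity expressed relative to 6.5 mM cAMP.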
EPAC1 agonist = EPAC1 (human) agonism | O95398 | EPAC1 agonist qHTS, biochemical assay; response scale: 100% = response to 6.5 mM cAMP | Potency, µM (titrated, usually from 154 µM), for the others: at the top dose activation, hits mostly activators | 360,000 tested, 0.073% active; note: potency is the fitted concentration of half-maximal effect; nearly all actives have a fitted effect of over 60% in size
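EPAC1 100 nM, Rap1B–BODIPY-GDP 250 nM, unlabeled GDP 50 uM; compound titration; 5 min RT; kinetic read ex480/em540 at 5-min intervals ×30 min; data normalized to 6.5 mM cAMP agonist control.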
PI5P4Ka inh = PI5P4K alpha (human) kinase inhibition. P48426. PI5P4Kalpha enzyme, ADP-Glo luminescence, 60 min; active compounds read low. max response, %. 330,000 tested, 1.2% active. AID 652105; active = max response of -50% or lower; inconclusive = between -30% and -50%; inactive = -30% or higher; note: value at the top dose of about 77 µM; % is set by controls: 0 for no effect and ±100 for the full control effect
Target sequence (P48426 whole entry, looked up): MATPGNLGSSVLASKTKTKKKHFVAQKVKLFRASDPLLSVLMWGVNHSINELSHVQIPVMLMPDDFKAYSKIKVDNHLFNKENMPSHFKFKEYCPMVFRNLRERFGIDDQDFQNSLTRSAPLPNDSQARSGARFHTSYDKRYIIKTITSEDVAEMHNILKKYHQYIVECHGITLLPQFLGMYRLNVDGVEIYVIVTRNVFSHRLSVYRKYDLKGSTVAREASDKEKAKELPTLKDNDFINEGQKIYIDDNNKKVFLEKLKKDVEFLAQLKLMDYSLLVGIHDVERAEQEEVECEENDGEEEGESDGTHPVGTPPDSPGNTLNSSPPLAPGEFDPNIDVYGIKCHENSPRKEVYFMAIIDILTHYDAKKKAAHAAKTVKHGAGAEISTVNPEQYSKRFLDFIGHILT
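Reactions run in 0.038 M HEPES pH 7.4, 0.28 mM EGTA, 0.1% CHAPS and 5% DMSO, with PI5P4Kalpha, substrate, compound and 5 microM ATP final, one hour at room temperature. Readout is ADP-Glo luminescence.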
WRN helicase inh = blocks human WRN helicase | Potency, µM (series often up to 114 µM), inactives show top-dose activity change, negative = inhibition, most hits filed as inhibitors | AID 651768 | 360,000 tested, 0.46% active | WRN helicase unwinding, fluorescent forked duplex, kinetic | Q14191; note: potency is the fitted concentration of half-maximal effect; % is set by controls: 0 for no effect and ±100 for the full control effect; nearly all actives have a fitted effect of over 55% in size
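Kinetic red-fluorescence monitoring (525/598 nm) tracks WRN helicase activity after 100 nM fluorophore-quencher forked duplex and 2 mM ATP are added to 20 nM enzyme pretreated 15 min at room temperature with compound.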
CCT modulator = cytosolic chaperonin activity modulation; purified chaperonin ATPase assay, HTRF ADP detection, 30 min; activity change, % (no concentration beside the values), hits read low; 360,000 tested, 0.3% active; AID 651819; in the data active = activity change below about -30%; note: % is set by controls: 0 for no effect and ±100 for the full control effect
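TRiC (40 or 20 nM final, by batch activity) in 30 mM Tris pH 7.4, 100 mM KCl, 5 mM MgCl2, 1 mM DTT was treated with compound at 76 uM single dose, then 10 uM ATP, 30 min at 37 °C. ADP was read by HTRF Transcreener.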
PLK1 PBD block = PLK1 (human) polo-box domain binding inhibition | Potency, µM, without a hit: max response, negative = inhibition, usual class: inhibitors | AID 720504 | 360,000 tested, 2.8% active | Plk1 PBD binding of FITC phosphopeptide, fluorescence polarization | P53350; note: potency is the fitted concentration of half-maximal effect; series mostly up to about 57 µM; % is set by controls: 0 for no effect and ±100 for the full control effect; nearly all actives have a fitted effect of over 65% in size
Target sequence (P53350 whole entry, looked up, the tested form may be a part): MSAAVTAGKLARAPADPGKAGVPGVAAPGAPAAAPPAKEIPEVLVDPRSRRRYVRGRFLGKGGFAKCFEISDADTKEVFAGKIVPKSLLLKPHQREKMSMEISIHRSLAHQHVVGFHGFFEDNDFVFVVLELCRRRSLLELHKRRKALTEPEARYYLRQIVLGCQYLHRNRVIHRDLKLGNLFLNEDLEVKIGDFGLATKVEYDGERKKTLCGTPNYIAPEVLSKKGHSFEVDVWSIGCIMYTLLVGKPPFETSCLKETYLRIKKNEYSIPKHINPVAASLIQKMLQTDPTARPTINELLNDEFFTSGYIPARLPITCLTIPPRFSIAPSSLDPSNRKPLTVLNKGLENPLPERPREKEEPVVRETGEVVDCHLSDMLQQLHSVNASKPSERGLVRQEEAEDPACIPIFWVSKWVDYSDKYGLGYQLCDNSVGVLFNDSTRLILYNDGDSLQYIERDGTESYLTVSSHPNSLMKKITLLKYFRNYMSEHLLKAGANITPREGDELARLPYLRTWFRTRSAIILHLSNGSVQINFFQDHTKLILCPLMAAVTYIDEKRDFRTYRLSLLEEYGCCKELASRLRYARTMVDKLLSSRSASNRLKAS
EPAC1 antagonist = antagonists of human EPAC1 | Potency, µM (titrated, usually from 115 µM), without a hit: at the top dose activity change, negative = inhibition, usual class: inhibitors | O95398 | EPAC1 GEF assay, Rap1b-BODIPY-GDP exchange fluorescence | 360,000 tested, 0.14% active | AID 720709;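 note: potency is the fitted concentration of half-maximal effect; plate controls were vehicle for no effect and positive control for full effect; nearly all actives have a fitted effect of over 50% in size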
IL-2 act = IL-2 activation; IL-2 activation reporter assay, cell-based qHTS; stimulated with anti-CD3/CD4/CD28 beads; in transgenic mouse T cells; activation, % (series mostly up to about 46 µM); 360,000 tested, 0.065% active; in the data active = activation above about 50%; inconclusive = mostly about 30% to 49%; note: 0% is about no effect
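Readout: EGFP and DsRed signals by fluorescent plate cytometry. Unstimulated transgenic mouse T cells received compound 60 min before antibody-bead stimulation, then incubated 18 h at 37 degrees C.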
The depositor's hits bear a star; u = inconclusive; x = no result given; [ ] = remark or other dose. Unless noted, calls come from the whole dose curve; as a rule, active = well fitted curve in the direction sought with a large enough effect; inconclusive = small, poorly fitted or top-dose-only effect, or another doubt; inactive = no such curve, though single readings can be large; an effect the other way counts as inactive or inconclusive. Not all compounds are listed; count on the stated rates, not on these rows.

SMILES | EPAC2 agonist | EPAC1 agonist | PI5P4Ka inh | WRN helicase inh | CCT modulator | PLK1 PBD block | EPAC1 antagonist | IL-2 act
CCOc1ccc(C2C(C(=O)c3ccc(C)o3)=C(O)C(=O)N2CCCN(CC)CC)cc1 (centres undefined) | 16% | 16% | -1 | 2% | -3.4 | -10% | 2% | -1.3
COc1ccc(C2=NS(=O)(=O)N(C)C(C(=O)N(C)Cc3ccccc3)=C2)cc1OC | 21% | 2% | 1 | -6% | -3.7 | u | -12% | -3.9
Cc1nc(C)c(C(=O)Nc2cccc(C)c2C)s1 | 10% | -6% | 3 | -1% | -0.5 | -11% | 3% | -0.7
Cc1cccc(NC(=O)c2cc([N+](=O)[O-])ccc2N2CCOCC2)c1C | -7% | -8% | 6 | 11% | 2.3 | 5% | -14% | -0.9
COc1cc(C2C(C#N)=C(N)N(N(C)C)C3=C2C(=O)CCC3)cc(OC)c1OC (centres undefined) | 11% | -6% | 3 | 2% | -0.4 | -5% | 3% | 0.0
COc1cc(C(C)=O)ccc1OCC(=O)NCC1(N2CCCCC2)CCCCC1 | 6% | -7% | 2 | 4% | -3.1 | -4% | 0% | -1.6
Cc1ccc(C)c(OCCC(=O)NNC(=O)c2ccccc2F)c1 | 9% | 1% | 3 | -8% | -0.5 | -1% | 3% | 1.5
N/C(=N\OC(=O)COc1ccc(Br)cc1)c1cccnc1 | 10% | 4% | 2 | 5% | -3.6 | -8% | 0% | 0.7
CC1CN(C(=O)/C=C/c2cccc([N+](=O)[O-])c2)CC(C)O1 (centres undefined) | 4% | -3% | 8 | -3% | 1.1 | 22% | -24% | -1.0
OC[C@@H](O)[C@@H](O)[C@H](O)[C@H](O)CO | 0% | -16% | 0 | 6% | -0.9 | -1% | -7% | 0.6
CCN(CC)CCCNC(=S)N(CCO)Cc1cc2cc3c(cc2[nH]c1=O)OCO3 | 10% | 12% | -5 | -1% | 0.9 | -17% | 5% | 0.4
COc1cc(/C=N\NC(=O)OC(C)(C)C)ccc1OC(=O)c1ccco1 | 16% | -4% | -10 | u | -3.1 | u | -7% | -0.5
COc1ccc(CN(C)C(=O)CNC(=O)c2cccs2)c(OC)c1 | 6% | 16% | 10 | -6% | 0.5 | 1% | 3% | -0.7
CC(Oc1ccc(Cl)cc1)c1ccnc(N)n1 (centres undefined) | 3% | -13% | 0 | 8% | 0.5 | -7% | 27% | -4.3
Cc1ccc(CC2CC(=O)N(C(Cc3ccccc3)C(=O)O)C2=O)cc1 (centres undefined) | 13% | 6% | -5 | -2% | -3.5 | -9% | 5% | 1.0

Another view of some results above:
| SMILES | EPAC2 agonist | EPAC1 agonist | PI5P4Ka inh | WRN helicase inh | CCT modulator | PLK1 PBD block | EPAC1 antagonist | IL-2 act |
| --- | --- | --- | --- | --- | --- | --- | --- | --- |
| N/C(=N\OC(=O)COc1ccc(Br)cc1)c1cccnc1 | 10% | 4% | 2 | 5% | -3.6 | -8% | 0% | 0.7 |
| CC1CN(C(=O)/C=C/c2cccc([N+](=O)[O-])c2)CC(C)O1 (centres undefined) | 4% | -3% | 8 | -3% | 1.1 | 22% | -24% | -1.0 |
| OC[C@@H](O)[C@@H](O)[C@H](O)[C@H](O)CO | 0% | -16% | 0 | 6% | -0.9 | -1% | -7% | 0.6 |
| CCN(CC)CCCNC(=S)N(CCO)Cc1cc2cc3c(cc2[nH]c1=O)OCO3 | 10% | 12% | -5 | -1% | 0.9 | -17% | 5% | 0.4 |

Remaining list, next part
SMILES | EPAC2 agonist | EPAC1 agonist | PI5P4Ka inh | WRN helicase inh | CCT modulator | PLK1 PBD block | EPAC1 antagonist | IL-2 act
COc1cc(OC)cc(C(=O)NC(=S)Nc2ccc3oc(=O)ccc3c2)c1 | -3% | 11% | -25 | 2% | 0.1 | u | 9% | 2.8
O=C(O)CCn1c(=O)[nH]c(=O)n(CCC(=O)O)c1=O | 12% | 3% | -5 | 6% | -0.3 | -4% | -14% | -0.2
CC1CCc2c(sc3nc(CSc4ncn[nH]4)[nH]c(=O)c23)C1 (centres undefined) | -12% | -2% | 1 | -6% | -0.3 | -1% | -5% | -0.2
CCN(CC)S(=O)(=O)c1ccc(S(=O)(=O)N(CC(=O)Nc2ccccc2)CC2CCCO2)cc1 (centres undefined) | 14% | 1% | x | -8% | -1.6 | -7% | -4% | -1.2
C[C@H]1C(=O)N(C)CCN1C(=O)c1cccc(OC2CCN(CC(C)(C)C)CC2)c1 | 3% | 1% | -1 | -5% | 2.2 | -6% | 6% | -3.3
COc1cc(SC)ccc1C(=O)Nc1ncc(Cl)cc1Cl | 1% | 4% | -1 | -12% | 0.2 | -2% | 17% | 0.5
Cc1cc(C(=O)N2CCN(Cc3ccc4c(c3)OCO4)CC2)on1 | 8% | -2% | 1 | -6% | -0.8 | 0% | 2% | -1.6
COC(=O)Cn1ncc2c3ccccc3n(C)c2c1=O | 4% | -7% | -3 | 2% | -2.7 | -9% | -14% | 1.0
COC(=O)[C@]1(C)CCC[C@@]2(C)C3CC[C@@]4(C)C[C@]3(CC[C@H]12)C[C@H]4O (some centres undefined) | 11% | 1% | 27 | -3% | -2.2 | -13% | -17% | 0.1
CCn1cc(C(=O)O)c(=O)c2cc(F)c(N3CCN(C(=S)NC(=O)c4ccccc4Br)CC3)cc21 | -6% | 1% | -15 | u | -2.4 | -2% | -2% | -1.0
Cc1ccc2oc(C(Cl)(Cl)Cl)cc(=O)c2c1 | 8% | 3% | x | -6%[57.1 µM] | 0.7 | -5% | 3% | 0.6
CCOC(=O)N1CCN(C(=O)c2cc(-n3cnnc3)ccc2Cl)CC1 | 5% | 8% | 5 | -19% | -1.3 | -5% | -20% | -0.4
CC1CCN(c2nnc(-c3ccccc3)c3ccccc23)CC1 | 7% | 2% | 0 | -6% | -1.0 | -9% | -11% | 1.3
O=C(CSc1ncnc2nc[nH]c12)N1CCN(c2ccc(Cl)cc2)CC1 | 6% | 3% | x | -1% | -3.2 | 0% | -11% | -2.5
Cc1cs/c(=N\N=C\c2ccccc2)n1Cc1ccco1 | 9% | 8% | 12 | -2% | -1.2 | -4% | -3% | 2.0
COCCCn1cnc2oc3nc4ccccc4nc3c2c1=O | -3% | -11% | 12 | -10% | -0.2 | 4% | 6% | -0.5
Cc1ccccc1C(=O)Nc1sc(C)c(C)c1C(=O)c1ccccc1 | 6% | 6% | 1 | -2% | -1.6 | 21µM* | -16% | -3.6
CSCC(C)N1CCC(n2nccc2NC(=O)c2ccccc2C)CC1 (centres undefined) | 6% | -1% | -3 | 8% | -0.6 | -3% | -6% | 3.2
O=C(Cc1ccc(NC(=O)C2CCCN(C(=O)C3CCCC3)C2)cc1)Nc1cccc(C(=O)N2CCCCC2)c1 (centres undefined) | 9% | -2% | 3 | -5% | -0.7 | -15% | -3% | 0.3
CSCC[C@H](NC(=O)C(C)(C)Oc1ccc(Cl)cc1)c1nc2ccccc2[nH]1 | -3% | -1% | -2 | 7% | -1.9 | 2% | -2% | -3.4
COc1ccccc1CN(C)C(=O)c1cc(-c2cc(OC)c(OC)c(OC)c2)nc2ccccc12 | 27% | 25% | -6 | -4% | 1.0 | -9% | -27% | -3.3
CCN1C(C)=C(C)S/C1=C1\SC(=S)N(N)C1=O | -5% | -1% | -8 | -5% | -1.8 | -10% | -8% | 1.9
OCCCNc1ncnc2c1cnn2-c1ccc(Cl)cc1 | 1% | 7% | -9 | -3% | -2.2 | -10% | -5% | -0.3
COc1ccccc1/C=C/C(=O)NC(=S)Nc1ccccn1 | 3% | 2% | -12 | 2% | -1.5 | -5% | 11% | 0.1
Cn1c(SCC(=O)N2CCN(c3ccccc3)CC2)nnc1-c1cc2ccccc2o1 | 7% | 2% | x | -5% | -1.7 | -6% | 1% | 0.9
COc1ccc(C2=NN(c3nc(C(=O)O)cs3)C(O)(C(F)(F)F)C2)c(OC)c1 (centres undefined) | -5% | -4% | -6 | -9% | -0.4 | -4% | 6% | -1.5
Cc1ccc(OCC(O)CNS(=O)(=O)c2ccccc2C(=O)N2CCCCC2)cc1 (centres undefined) | 8% | 7% | 1 | -10% | -1.2 | -6% | -2% | 0.1
CCOC(=O)N1CCN(CCC(=O)Nc2ccc(OC)cc2)CC1 | -1% | -1% | x | 3% | 2.4 | -1% | 13% | -1.4
O=C(NCCc1ccccc1)C1CCCN1C(=O)Nc1cccc(Cl)c1 (centres undefined) | 5% | 2% | 2 | 0% | -1.3 | -7% | -4% | 1.1
CCOC(=O)c1c(NC(=O)CN2C(=O)NC3(CCCCC3C)C2=O)sc(C)c1CC (centres undefined) | -3% | u | 7 | -18% | 0.4 | -2% | -17% | -0.9
CCC1(C)CC(CCN(Cc2ccco2)C(C)=O)(c2ccccc2)CCO1 (centres undefined) | 4% | 1% | 5 | 1% | -0.8 | -6% | -4% | -1.2
Cc1cccc(-n2c(C)nc3cc(C(=O)NCCN4CCOCC4)ccc32)c1 | -5% | -16% | -3 | 15% | -0.6 | 2% | 18% | 2.4
CNC(=S)NNC(=O)c1sc2cc(C(F)(F)F)cnc2c1-c1cccnc1 | -2% | 2% | 4 | 1% | 2.2 | u | -29% | -0.2
O=C1OC(CCl)CN1Cc1c(Cl)cccc1Cl (centres undefined) | 13% | -5% | 1 | 4% | 1.1 | -2% | 0% | 0.0
CC(=O)COc1ccc2oc(=O)cc(-c3cc4ccccc4o3)c2c1 | 1% | -5% | -9 | 4% | 0.5 | -9% | 3% | -2.3
NC(=O)C1CCN(C(=O)CCSCc2ccc(Cl)c(Cl)c2)CC1 | 15% | 6% | -4 | -19% | -0.2 | -6% | 3% | 2.3
Cc1ccccc1-n1nc2c(c1NC(=O)C(C)(C)C)CS(=O)(=O)C2 | 7% | 7% | 1 | -3% | -43* | 0% | -26% | -0.2
CN(CC(=O)Nc1ccccc1C(=O)NC1CC1)Cc1ccc(N(C)C)cc1 | 2% | 9% | 5 | -1% | -2.2 | 3% | 1% | 0.5
O=C(Oc1ccc2c(-c3ccccc3)cc(=O)oc2c1)c1cccs1 | 13% | 16% | -1 | 9% | -1.4 | -10% | -1% | 0.4
O=C(NC1CC1)C1=C[C@H](C2CCCCC2)C[C@H](OCCCCO)O1 | 5% | 12% | -7 | -6% | -0.9 | -17% | -15% | 0.8
O=c1[nH]c(Cc2cccs2)nc2scc(-c3ccc(Cl)cc3)c12 | 8% | 17% | 2 | 5% | -2.1 | -8% | -8% | -2.8
COC(=O)c1c(N)nc(C)n1-c1ccc(OC)cc1 | -14% | 7% | 12 | 0% | -0.8 | -8% | -14% | 1.9

Source: PubChem BioAssay (National Center for Advancing Translational Sciences (NCATS))
